M. tuberculosis GlmU: inhibition of mycobacterial GlmU enzyme – biochemical, glucosamine-1-phosphate acetyltransferase (AID 1376); 220,000 tested, 0.25% active; M. tuberculosis GlmU acetyltransferase enzyme assay; higher % means a stronger effect; inhibition, %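 (tested at 30 µM in the primary screen)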, or IC50 in µM where a hit was titrated; in the data active means inhibition above about 13%; inconclusive means no clear call, values can overlap the other calls;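 further: 0% = complete reaction with vehicle and 100% = reaction without substrate; strong numbers were not always called active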
Mtb RmlCD inh: inhibitors of Mycobacterium tuberculosis RmlC and RmlD coupled enzymes | AID 1533 | P9WH09+P9WH11 | RmlC+RmlD coupled enzyme assay, percent inhibition; primary screen in compound mixtures | inhibition, % at 3.6 µM | 160,000 tested, 0.03% active; in the data active means inhibition mostly above about 34%, no sharp cut-off; inconclusive means no clear call, values can overlap the other calls; inactive means mostly below about 22%; further: some results filed as inactive read as strong as hits
Target sequence (P9WH09 whole entry, looked up): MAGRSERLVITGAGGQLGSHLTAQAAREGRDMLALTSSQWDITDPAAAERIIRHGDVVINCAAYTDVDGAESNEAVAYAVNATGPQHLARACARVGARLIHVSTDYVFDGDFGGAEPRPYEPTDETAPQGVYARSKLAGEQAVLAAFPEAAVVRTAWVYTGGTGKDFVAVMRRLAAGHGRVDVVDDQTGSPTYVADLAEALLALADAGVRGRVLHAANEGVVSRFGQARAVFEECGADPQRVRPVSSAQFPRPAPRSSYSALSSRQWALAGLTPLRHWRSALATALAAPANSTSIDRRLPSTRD
Target sequence (P9WH11 whole entry, looked up): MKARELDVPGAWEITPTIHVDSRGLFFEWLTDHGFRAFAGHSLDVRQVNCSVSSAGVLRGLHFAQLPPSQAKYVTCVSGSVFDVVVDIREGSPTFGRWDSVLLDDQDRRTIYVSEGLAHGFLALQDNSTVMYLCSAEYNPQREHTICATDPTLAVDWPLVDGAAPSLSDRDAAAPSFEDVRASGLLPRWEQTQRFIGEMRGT
Starred values were filed as active, the others as inactive; ? = inconclusive; / = not tested or not shown. These rows are one share of the data; the hit share may differ from the screen's.

SMILES	M. tuberculosis GlmU	Mtb RmlCD inh
CN(CC(=O)NCCN1CCN(c2ccccc2)CC1)S(=O)(=O)c1ccc2c(c1)CCC(=O)N2	2.1%	18
O=C(CSc1nnc2c(Cl)cc(Cl)cn12)N1CCN(c2ccc(F)cc2)CC1	1.8%	-3
COc1ccc(N(C(=O)c2cc3ccccc3oc2=O)C2C=CS(=O)(=O)C2)cc1 (stereo unspecified)	0.7%	-5
N#Cc1ccc(NC(=O)COC(=O)CNC(=O)C2CCCCC2)cc1	6.7%	0
CN(CCc1ccccn1)C(=O)c1cccnc1Oc1ccc(Cl)cc1	-1.0%	2
COc1ccc(-c2nnn(CC(=O)N(Cc3ccccc3Cl)C(C(=O)NCC3CCCO3)c3ccco3)n2)cc1 (stereo unspecified)	-4.8%	-6
CCC(=O)Nc1cc(=O)[nH]c2ncnn12	2.0%	/
CCOC(=O)c1cc2c3ccccc3n(CC)c2nc1N	/	13
Cc1nn(Cc2c(Cl)cccc2Cl)c(Cl)c1/C=C/C(=O)OCC(=O)NCC(F)(F)F	-4.7%	/
C=CCN1C(=S)N[C@@H]2CS(=O)(=O)C[C@@H]21	1.1%	-12
Cc1nc2cc3nc(C)sc3cc2s1	8.1%	-5
CCOc1ccc2nc(NS(=O)(=O)c3ccc4c(c3)n(C)c(=O)n4C)sc2c1	/	12
N#C/C(=C/Nc1ccccc1C(=O)O)C(N)=O	-4.1%	-7
COC(CNC(=O)c1ccc2c(c1)nc(C)n2-c1ccc(F)c(F)c1)OC	2.4%	/
Cc1cc(C)c2c(CC(=O)O)coc2c1	-3.7%	/
COc1ccc(-c2nc(=S)c3c([nH]2)Oc2ccc(C)cc2C3)cc1O	0.6%	6
COc1ccc(N2C(=O)CC2(C#N)c2ccc(OCc3ccccc3)cc2)cc1 (stereo unspecified)	1.4%	4
Cc1ccc(S(=O)(=O)N2CCN(c3ccc(C(=O)N4CCOCC4)cc3[N+](=O)[O-])CC2)cc1	2.1%	38
Cc1cc(O)cc(O)c1C(=O)Cc1cnn(-c2ccccc2)c1	3.1%	-4
C=CCn1c(CCNC(=O)c2ccc(Cl)c(Cl)c2)nnc1SCCOc1ccc(OC)cc1	4.1%	-6
CC(C(=O)N1CCCCCC1)c1ccc([N+](=O)[O-])cc1 (stereo unspecified)	-3.2%	/
COc1ccc(C(=O)NC2CCN(C(=S)Nc3cccc(C)c3C)CC2)cc1	/	4
Cn1c(CC(=O)Nc2ccccc2)n[nH]c1=S	8.5%	-6
CCC(=O)c1ccc(OC(=O)c2cccs2)cc1	0.4%	/
CCN(CC)CCOc1ccc2nc(N(C)C)sc2c1	-3.0%	-7
New compounds follow.
SMILES	M. tuberculosis GlmU	Mtb RmlCD inh
C=CCNC(=S)N/N=C(\C)c1cccc(OC)c1	6.1%	-8
Cc1cc2ccccc2c(=O)n1CC(=O)NCC1COc2ccccc2O1 (stereo unspecified)	-2.5%	/
O=C(CN1C(=O)C(=O)N(Cc2ccco2)C1=O)c1c[nH]c2ccccc12	1.7%	-4
Cc1nnc(SCC(=O)N(C)C2CCS(=O)(=O)C2)n1Cc1ccccc1 (stereo unspecified)	0.0%	/
CCOC(=O)c1[nH]c2ccc(OC)cc2c1NC(=O)c1nonc1C	-7.1%	/
CC(C)=CCC/C(C)=C/C(=O)O	0.0%	/
CN1CCN(NC(=O)c2ccc(Cl)cc2Cl)CC1	3.2%	-10
COc1ccc(NC(=O)Nc2ncn(Cc3cccc(C(F)(F)F)c3)n2)cc1OC	4.1%	1
CC(CC(=O)NCC1CCCO1)c1ccccc1 (stereo unspecified)	5.2%	46
COc1ccc2ccccc2c1CNc1nnnn1C	1.2%	-4
C=CCSC1=N/C(=C\c2ccc(C)o2)C(=O)S1	-5.6%	/
COc1cc(Sc2ccc(C)cc2)c(OC)cc1N	-5.1%	/
CCOc1ccc(N2CC(C(=O)NCc3ccc(F)cc3)CC2=O)cc1 (stereo unspecified)	6.2%	/
COc1ccc(/C=C(\C#N)C(=O)OCC(=O)NCc2ccccc2Cl)cc1	8.5%	/
CCNc1nc(NCC)nc(Nn2cnnc2)n1	1.0%	11
CCCNC(=S)N1CCN(CC)CC1	-0.5%	7
COc1ccc(CN(Cc2cccnc2)C(=S)NCCc2ccccc2)cc1OC	-4.4%	5
CN(C)c1ccc(/C=N/N=C/c2ccccc2O)cc1	0.3%	2
Cc1ccc(N2C(=O)c3ccccc3C2Nc2cccnc2)nc1 (stereo unspecified)	0.2%	6
O=C(CSc1nc(-c2ccccc2F)nc2nc[nH]c12)Nc1c(Cl)cc(Cl)cc1Cl	-7.0%	31
Cc1ccc(S(=O)(=O)N2CCCCC2)cc1NC(=O)COC(=O)Cc1ccc(Cl)cc1	2.5%	10
Cc1ccc(/C=N/NC(=O)C2CCN(Cc3ccc(F)cc3Cl)CC2)o1	2.1%	7
CCOc1cc(C(N)=O)cc(Cl)c1OCc1ccccc1	-7.2%	-34
COc1ccc2nc(C)c3c(c2c1)OC(C(C)(Cl)Br)C3 (stereo unspecified)	-5.8%	5
COc1ccc(N2C(=O)CC(SCC(=O)O)C2=O)cc1 (stereo unspecified)	-0.2%	0

Next section, starting with the last seven of the part before.
SMILES	M. tuberculosis GlmU	Mtb RmlCD inh
Cc1ccc(N2C(=O)c3ccccc3C2Nc2cccnc2)nc1 (stereo unspecified)	0.2%	6
O=C(CSc1nc(-c2ccccc2F)nc2nc[nH]c12)Nc1c(Cl)cc(Cl)cc1Cl	-7.0%	31
Cc1ccc(S(=O)(=O)N2CCCCC2)cc1NC(=O)COC(=O)Cc1ccc(Cl)cc1	2.5%	10
Cc1ccc(/C=N/NC(=O)C2CCN(Cc3ccc(F)cc3Cl)CC2)o1	2.1%	7
CCOc1cc(C(N)=O)cc(Cl)c1OCc1ccccc1	-7.2%	-34
COc1ccc2nc(C)c3c(c2c1)OC(C(C)(Cl)Br)C3 (stereo unspecified)	-5.8%	5
COc1ccc(N2C(=O)CC(SCC(=O)O)C2=O)cc1 (stereo unspecified)	-0.2%	0
Cc1cc(C)cc(-n2c(=O)c3sccc3n(CC(=O)NCc3ccco3)c2=O)c1	-3.9%	30
CCCC(=O)OCC(=O)NCc1ccc(Cl)cc1	-5.3%	-7
CCOC(=O)c1c(-c2ccc(OC)cc2)csc1NC(=O)COc1ccc2c(C)cc(=O)oc2c1	-1.6%	-5
CCC(C)NC(=O)c1cnn2c1NC(c1ccc3c(c1)OCO3)CC2C(F)(F)F (stereo unspecified)	0.6%	/
COCCCNC(=S)NC(=O)c1ccc(C)cc1	6.8%	-8
O=C(Nc1ccc2oc(-c3ccccc3)nc2c1)c1ccc2c(c1)OCCO2	5.9%	3
Cc1ccc2[nH]c(=O)c(CN(CC3CCCO3)C(=O)c3ccncc3)cc2c1 (stereo unspecified)	-1.1%	/
OC(CNCC1COc2ccccc2O1)COCc1cccs1 (stereo unspecified)	/	-9
c1ccc([C@@H]2CO2)cc1	-1.2%	/
CC(=O)N1CCc2cc(S(=O)(=O)NC(CC(C)C)C(=O)Nc3cc(C)ccn3)ccc21 (stereo unspecified)	-1.7%	-8
CCn1c(SCC(=O)N/N=C/c2ccccc2OCC(=O)O)nnc1-c1ccc(OC)cc1	5.5%	10
CCOC(=O)c1cc(NC(=O)c2cccnc2)ccc1N1CCOCC1	-2.0%	8
O=C1Nc2cc(Cl)c(Cl)cc2N(O)N1c1ccc(Cl)c(Cl)c1	5.8%	/
COC(=O)C(C)Sc1ncnc2c1c(-c1ccccc1)cn2-c1ccc(OC)cc1 (stereo unspecified)	-3.7%	4
O=C(CCS(=O)(=O)c1ccc(Br)s1)N1CCc2ccccc21	-2.4%	/
Cc1ccc(N(C(C)C(=O)Nc2ccc3c(c2)OCO3)S(C)(=O)=O)cc1 (stereo unspecified)	0.2%	/
O=C(NC(=S)NCc1nc2ccccc2[nH]1)c1ccccc1F	-2.4%	-10
CCOC(=O)c1ccc(CS(=O)c2ccc(Cl)cc2)o1 (stereo unspecified)	5.8%	18
O=C(Nc1ccccc1N1CCOCC1)c1cccc(NS(=O)(=O)c2ccc(F)c(F)c2)c1	-1.4%	-11
CCc1cc2cccc(C)c2nc1SCC(=O)NNC(=O)c1ccco1	2.7%	5
CCN(CC)C(=O)C1CCCN(Cc2nc(-c3cnccn3)no2)C1 (stereo unspecified)	-0.2%	/
CCOC(=O)C1(Nc2nccs2)Sc2ccccc2NC1=O (stereo unspecified)	-2.3%	2
CCN(CC)Cc1ccccn1	0.9%	/
O=[N+]([O-])c1ccccc1S(=O)(=O)N1CCN(Cc2ccsc2)CC1	0.5%	-5
Cc1c(-c2ccccc2)sc2nc[nH]c(=S)c12	3.4%	4

Three entries from above, set out differently:
The line under a structure holds: M. tuberculosis GlmU, Mtb RmlCD inh
O=C(Nc1ccccc1N1CCOCC1)c1cccc(NS(=O)(=O)c2ccc(F)c(F)c2)c1
    -1.4%, -11
CCc1cc2cccc(C)c2nc1SCC(=O)NNC(=O)c1ccco1
    2.7%, 5
CCN(CC)C(=O)C1CCCN(Cc2nc(-c3cnccn3)no2)C1 (stereo unspecified)
    -0.2%, /

Carrying on:
SMILES	M. tuberculosis GlmU	Mtb RmlCD inh
OC1CCCN(c2c3c(nc4cc(-c5cccc(Cl)c5)nn24)CCC3)C1 (stereo unspecified)	5.0%	-7
COc1ccc(-n2nnc3c(=O)n(CC(=O)Nc4cc(C)on4)cnc32)cc1	0.8%	0
CN1CCN(Cc2cc(COCc3ccccc3)c3cccnc3c2O)CC1	-4.6%	/
CC(C)(C)n1nnnc1C(c1cccc(C#N)c1)N1CCCc2ccccc21 (stereo unspecified)	-0.1%	/
COc1ccccc1C1=NOC(Cn2c(NCCCO)nc3c2c(=O)n(C)c(=O)n3C)C1 (stereo unspecified)	-0.2%	/
CN1C(CC(=O)Nc2ccc(Br)cc2)c2ccccc2CC1(C)C (stereo unspecified)	-0.9%	/
FCCCOc1ccc(-c2ccnc(-c3ccccc3)n2)cc1	3.6%	-8
Cc1oc(-c2ccc(Cl)cc2)cc1C(=O)NC1CCN(Cc2ccccc2)CC1	-3.3%	-11
Cc1ccc(C(=O)Nc2nc(-c3cc(Cl)sc3Cl)cs2)cc1	0.4%	-2
N#Cc1cc(NC2CCCC2)c([N+](=O)[O-])cc1C#N	2.5%	-4
COc1cc(/C=N/NC(=O)COc2ccc(-n3cnnn3)cc2)ccc1OCC(N)=O	0.6%	-1
CCOC(=O)C(CC)(CC)/C(C)=N/NC(=O)CC#N	-4.0%	5
Cc1cc(OC(=O)c2ccc(Cl)cc2Cl)nc(C)n1	0.8%	/
CCN(CC)CCNC(=O)c1c(O)c2cc(OC)c(OC)cc2[nH]c1=O	-0.5%	-8
CCOc1ccc(-n2nc(C(=O)NCCOC)c3ccccc3c2=O)cc1	0.5%	16
CCOC(=O)c1ccc(NC(=O)c2c(N)n(C)c(=O)[nH]c2=O)cc1	-3.3%	/
CC(C)C(=O)Nc1csc(C(F)(F)F)c1-c1ccccc1	0.4%	-3
O=C(c1cc2ccccc2o1)N1CC=C(c2ccccc2)CC1	0.5%	/
CCOCCCNC(C(=O)Nc1ccc(OC)c(Cl)c1)c1ccccc1 (stereo unspecified)	1.1%	2
S=C(NCCc1ccc(Cl)cc1)NCc1ccco1	-2.0%	4
COc1ccc(-c2csc3ncn(-c4ccccc4OC)c(=O)c23)cc1OC	/	-33
Clc1ccc(-c2noc(/C=C/c3ccccc3)n2)cc1	0.7%	2
CCC(C)N(CCNC(=O)CC1Oc2ccccc2NC1=O)C1CCCCC1 (stereo unspecified)	0.0%	-14
Cc1ccc(F)cc1NC(=O)c1cccc2nccnc12	2.5%	-9
Cc1ccc(O)c(C2=NOC(O)(C(F)(F)F)C2)c1 (stereo unspecified)	-3.0%	/
Next structures:
SMILES	M. tuberculosis GlmU	Mtb RmlCD inh
COc1cc(CO)cc(Br)c1OCc1cccnc1	0.8%	-7
Cc1ccccc1NC(=O)C1CC(=O)n2ncnc2N1 (stereo unspecified)	-4.5%	4
FC(F)(F)c1nnc2ccc(N3CCCC3)nn12	-6.0%	10
COc1cc(C)c(C(=O)Oc2cc(C)c(C(=O)O)c(O)c2)c(O)c1	1.2%	/
O=C(CC1SC(=O)N(Cc2ccccc2)C1=O)Nc1nccs1 (stereo unspecified)	-6.1%	13
CCOC(=O)CN1C(=O)C(O)(CC(=O)c2ccc3c(c2)CCCC3)c2ccccc21 (stereo unspecified)	3.6%	/
COc1ccccc1OCCC(=O)O	-0.8%	17
CCOC(=O)C1CCCN(S(=O)(=O)c2ccc(NC(C)=O)cc2)C1 (stereo unspecified)	2.0%	?
CCOC(=O)/C(C#N)=C/c1ccc(OCC(=O)Nc2ccc(C)c(C)c2)c(OC)c1	1.2%	-8
C=CCSC1=NC(=O)/C(=C/c2cccs2)S1	2.4%	7
CCCC(C)NNC(=O)c1cc2ccccc2[nH]1 (stereo unspecified)	3.2%	0
Cc1cc(C)nc(NC(=O)c2cnc3sccn3c2=O)n1	-0.7%	11
O=C(CCSCCC(=O)NCc1ccc(F)cc1)NCc1ccc(F)cc1	2.2%	-9
OCC1(Cc2ccccc2)CCN(Cc2cccc(F)c2F)CC1	1.3%	-3
Cc1ccc2nc(NCCC(=O)O)nc(-c3ccccc3)c2c1	-0.1%	-16
Cc1c(Cl)cnc(NC(=O)COC(=O)CCC(=O)c2cccs2)c1Cl	3.2%	-7
Cc1ccc(N2CCN(/N=C/C=C/c3ccccc3)CC2)cc1	-2.6%	4
Cc1occc1C(=O)N1CCCc2ccccc21	3.0%	/
COc1ccc(OC)c2c1sc(=NC(=O)CN1C(=O)CCC1=O)n2C	-4.5%	1
Nc1nc(SCCC(F)=C(F)F)n[nH]1	-4.8%	1

Individual results from above:
In M. tuberculosis GlmU, `O=C(CC1SC(=O)N(Cc2ccccc2)C1=O)Nc1nccs1` (stereo unspecified) shows -6.1%
In M. tuberculosis GlmU, `O=C(CCSCCC(=O)NCc1ccc(F)cc1)NCc1ccc(F)cc1` shows 2.2%
